XIAP antagonists – XIAP antagonists, biochemical, IAP family, fluorescence polarization (AID 1018). XIAP BIR domain, fluorescence polarization peptide displacement; higher % means a stronger effect. one-dose displacement, % at 20 µM; IC50 in µM for titrated hits. 0.007% of 200,000 active; in the data active means displacement above about 50%; further: a part of the inactive calls stands beside numbers as strong as those of hits
Autophagy mod – autophagy modulation, high-content screen; MEF GFP-LC3 puncta imaging; test concentration mostly 10 µM; calls only at 10 µM (by protocol); 0.98% of 190,000 active; AID 463193;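 active means percentage of spot-positive cells more than 3 SD above its plate mean, without a fluorescence outlier flag or 80% toxicity; inconclusive means no clear call, values can overlap the other calls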;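 further: spot-positive cell cutoff set from DMSO-treated cells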
Lipid droplet – hepatic lipid droplet formation modulation. AML12 mouse hepatocytes, oleate lipid droplets, BODIPY imaging. inhibition, % at 6.5 µM. 0.4% of 240,000 active. AID 1656;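 active means lipid droplet intensity inhibited by at least 50%, with more than 500 cells counted; inconclusive means wells with under 300 cells, treated as cytotoxic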
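Technique: fluorescence imaging, 20x objective, two fields per well / Assay system: AML12 hepatocytes (mouse) / Measure: % inhibition of lipid droplet signal / Doses: 6.5 µM single-point dosing / Incubation: overnight exposure / Reagent: 100 µM oleic acid challenge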
ER stress rescue – rescue of cells from ER stress-induced death, primary screen, 384-well, CSM14.1, thapsigargin, ATP luminescence (AID 1222) | CSM14.1 thapsigargin-induced death rescue, ATP luminescence; higher % means a stronger effect | cellular ATP content (survival), % at 20 µM; hits with a dose series show EC50 in µM | 190,000 tested, under 10 active;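 active means EC50 below 50 µM in the dose-response confirmation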;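 further: death triggered by thapsigargin at about 15 µM added after 2 h compound pretreatment; cell ATP read after overnight thapsigargin exposure of roughly 18 to 22 hours; normalized against plate controls of thapsigargin alone and 5% DMSO vehicle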
bCat nuc transl – modulators of beta-catenin nuclear translocation; HeLa beta-catenin nuclear translocation, immunofluorescence imaging; nuclear translocation activity, % at 5 µM; 0.3% of 190,000 active;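 active means nuclear translocation activity above 50% at 5 µM, with a well cell count of 50 or more; inconclusive means wells under 50 cells across six images, flagged as toxic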;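 further: per-cell ratio of nuclear to cytoplasmic median beta-catenin stain intensity; plate controls were DMSO negative control for no effect and GSK-3 inhibitor IX positive control for full effect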
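Assay system: human HeLa cells, native beta-catenin; doses: 5 µM primary, 0.02–20 µM confirmation; incubation: compound treatment 24 h, 37°C, 5% CO2; technique: fluorescence imaging of beta-catenin antibody stain plus DAPI; measure: % activation, nuclear-to-cytoplasmic median beta-catenin signal ratio per cell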
WT yeast gro inh – growth inhibition of WT yeast, mitochondrial fusion screen. mitochondrial fusion phenotypic screen, WT strain. inhibition, % at 10 µM. 2.1% of 190,000 active. AID 1362; in the data active means inhibition above about 58%; tested in S. cerevisiae
MT stabilize HCS – stabilizes microtubules in HeLa cells; 0.83% of 200,000 active; HeLa tubulin immunostaining HCS, 24 h; share of cells brighter than vehicle mean+2SD; % tubulin-high responders, % at 10 µM;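 active means plate Z-score above 3 for both tubulin-high and condensed-nucleus cell shares, with cell loss under 80%, at 10 µM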;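 further: anti alpha tubulin signal scored within the nucleus-defined area of each cell; some results filed as inactive read as strong as hits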
Ins promoter up – MIN6 insulin promoter up-regulation. z-score at 5 µM. AID 1625. 0.3% of 190,000 active. MIN6 insulin promoter-GFP reporter, high-content imaging; active compounds read high;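 active means z-score above 3 at 5 µM with at least 500 cells counted in the well; inconclusive means wells under 500 cells, flagged as cytotoxic or low count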
Dynein transport – blocks dynein driven cargo transport along microtubules; 0.47% of 220,000 active; 3617.4 mouse cells, GR-EGFP nuclear translocation imaging; test concentration mostly 20 µM; stimulated with dexamethasone, 1 µM; active compounds read low; z-score, hits read low;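 active means plate z-score of nuclear minus cytoplasmic receptor signal below a set negative limit, without overly bright fluorescence or cell loss, cut at about -3.5 in these data, passing the limit was not always enough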;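 further: z-score of nuclear minus cytoplasmic ring GR-EGFP intensity difference per well; some compounds called inactive have numbers as strong as hits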
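Schedule: 48 h induction, then 1 h compound, then 30 min agonist, 37 °C. Buffer or medium: tetracycline-free induction medium containing charcoal-stripped FBS. Reagent: 1.0 µM final dexamethasone stimulus. Evaluation: nuclear versus cytoplasmic GR-EGFP signal, averaged per well. Signal: high-content fluorescence imaging after fixation.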
WT yeast gro inh mutant strain – second read-out of WT yeast gro inh, no call of its own (marks repeat the call); inhibition, %; mitochondrial fusion phenotypic screen, mutant strain inhibition
Dynein transport cytoplasmic EGFP – second read-out of Dynein transport, no call of its own (marks repeat the call); z-score; measured here: cytoplasmic GR-EGFP intensity; active compounds read high
Dynein transport nuclear GR-EGFP – second read-out of Dynein transport, no call of its own (marks repeat the call); z-score; measured here: nuclear GR-EGFP intensity;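 lower value marks the stronger effect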
Dynein transport cell count – second read-out of Dynein transport, no call of its own (marks repeat the call); z-score; measured here: cell count per field
Ins promoter up cell count – also measured in Ins promoter up; calls as there; cell count; measured here: cytotoxicity, nuclei count;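 total cells summed across four imaged fields per well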
Lipid droplet cells 6.5 µM – recorded beside Lipid droplet, whose call it bears; cell count; measured here: cell count, cytotoxicity flag;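 cells counted across two imaged fields per well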
bCat nuc transl cell count 5 µM – recorded beside bCat nuc transl, whose call it bears; cell count; measured here: cell count, cytotoxicity flag
MT stabilize HCS Hoechst-high % – further read-out of MT stabilize HCS, marked with its call; % Hoechst-high responders; measured here: nuclear condensation Hoechst responders;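 share of cells brighter than vehicle mean plus two SD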
MT stabilize HCS cytotoxicity % – recorded beside MT stabilize HCS, whose call it bears; toxicity, %; measured here: cytotoxicity by cell density;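 0% = mean cell density of plate MIN control wells and 100% = no cells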
Autophagy mod cell loss 18 h – recorded beside Autophagy mod, whose call it bears; toxicity, %; measured here: cell loss, nuclei count;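 cell loss after 18 h compound exposure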
* hit, by the source's call; i = inactive; ? = inconclusive; . = no result given; + = active, no number. Hits appear at their usual frequency; overall some 4% were active at least once.

SMILES | XIAP antagonists | Autophagy mod | Autophagy mod cell loss 18 h | Lipid droplet | Lipid droplet cells 6.5 µM | ER stress rescue | bCat nuc transl | bCat nuc transl cell count 5 µM | WT yeast gro inh | WT yeast gro inh mutant strain | MT stabilize HCS | MT stabilize HCS Hoechst-high % | MT stabilize HCS cytotoxicity % | Ins promoter up | Ins promoter up cell count | Dynein transport | Dynein transport cytoplasmic EGFP | Dynein transport nuclear GR-EGFP | Dynein transport cell count
O=C(CN(c1ccccn1)S(=O)(=O)c1ccccc1)Nc1ccccc1 | -6.9% | i | 7.1 | -14.0 | 727 | -1.4% | 3.5 | 1131 | -17.0 | 7.0 | 3.7 | 2.6 | 5.8 | -0.39 | 1306 | -0.782 | -0.257 | -0.356 | 0.771
CCc1ccccc1N(C1=NCCCS1)S(=O)(=O)c1ccc(C(C)(C)C)cc1 | 7.6% | i | -0.6 | -9.1 | 635 | -4.1% | -0.7 | 155 | 66.0* | 8.5* | 4.7 | 3.9 | 10.0 | 0.56 | 2110 | -0.103 | -0.256 | -0.425 | -0.379
CC/C(O)=C(\C#N)c1nnc2n1CCCCC2 | -1.8% | i | -3.6 | . | . | -0.4% | 1.5 | 1325 | -10.7 | 24.0 | 2.9 | 1.9 | 3.1 | -0.7 | 1534 | -1.18 | -0.225 | -1.08 | 0.589
NCc1cccc(-n2cccn2)c1 | -11.3% | i | 7.3 | 1.4 | 764 | -1.1% | -0.6 | 1142 | 1.9 | 16.9 | 3.0 | 1.8 | 4.2 | 0.11 | 1116 | 0.298 | 0.0844 | -0.0665 | 0.77
COc1ccccc1-c1nc(C#N)c(NCc2ccc(F)cc2)o1 | -6.1% | i | 10.4 | -13.9 | 714 | -0.5% | -7.2 | 1184 | -7.5 | -7.6 | 4.2 | 2.9 | 7.7 | -2.03 | 1018 | 0.819 | -0.249 | -0.25 | -1.62
COc1ccc(C(=O)NC(=S)NNC(=O)Cc2cccs2)cc1 | -5.8% | i | 18.2 | . | . | -1.3% | -0.7 | 1101 | 5.0 | -5.6 | 3.8 | 1.2 | 5.6 | -0.04 | 1417 | 2 | 0.428 | 0.664 | -1.06
COc1ccc(-c2csc(-c3cccnc3)n2)cc1C | -13.9% | i | -9.5 | 12.1 | 757 | 1.2% | -1.9 | 985 | 35.9 | 1.2 | 3.0 | 2.6 | 1.5 | -0.3 | 1599 | 1.56 | -0.0468 | 1.11 | -1.54
O=C(c1cc(F)ccc1F)C1CCCN(C(=O)CSc2ccccn2)C1 (stereo not drawn) | -3.8% | i | 16.4 | -11.8 | 719 | -1.1% | -0.9 | 1054 | -4.4 | -2.7 | 0.7 | 0.9 | 5.3 | -0.61 | 1396 | 0.291 | -0.258 | 0.0816 | 0.205
CCOC(=O)c1sc(NC(=O)Cc2ccc(F)cc2)nc1C | 2.0% | i | 6.0 | -14.7 | 730 | -1.1% | 0.0 | 1064 | 14.2 | -8.4 | 4.1 | 2.6 | 6.8 | . | . | -0.386 | -0.206 | -0.131 | 0.231
Cc1nc2nc(COc3ccccc3)[nH]n2c(=O)c1Cc1ccccc1 | -4.5% | i | -2.1 | 3.8 | 739 | -2.6% | . | . | -1.9 | -17.8 | 2.1 | 1.6 | 8.0 | . | . | -0.175 | -0.283 | -0.158 | 0.514
COCCNC(=S)N1CCc2cc(OC)c(OC)cc2C1COc1cc(C)cc(C)c1 (stereo not drawn) | 1.7% | i | -2.9 | 61.6* | 565* | -1.9% | -1.4 | 1155 | 47.5 | 9.9 | 10.0 | 1.9 | 5.2 | -0.29 | 1204 | -0.169 | -0.132 | -0.222 | -0.342
CCN(CC)CCCNc1ncnc2ccccc12 | -2.2% | i | -4.6 | 19.2 | 660 | 0.1% | 0.1 | 1571 | -8.8 | -5.7 | 2.4 | 2.0 | 2.4 | . | . | -0.285 | -0.321 | 0.267 | 0.506
Cc1ccc(-c2nc(C(=O)NC3CCCCCC3)no2)cc1 | . | i | 12.3 | . | . | . | . | . | 20.1 | 11.4 | 5.9 | 3.3 | 3.7 | . | . | -0.925 | -0.256 | -0.425 | 0.163
O=C(COc1ccc(Cl)cc1)NCc1nnc2c3ccccc3c(-c3ccccc3)nn12 | -1.2% | i | 6.5 | -25.5 | 612 | 7.9% | -0.4 | 1064 | 17.5 | -41.8 | 2.0 | 3.0 | 11.1 | -0.22 | 1440 | -0.202 | -0.295 | -0.269 | 0.562
COc1ccc(S(=O)(=O)N2CCOCC2)cc1NC(=O)COC(=O)C1=COCCO1 | . | . | . | -12.0 | 680 | . | -0.7 | 1361 | . | . | . | . | . | -0.76 | 1059 | -0.579 | -0.705 | -0.52 | 0.267
COc1ccc(NC(=O)Nc2nnc(-c3ccccc3SCc3ccccc3)s2)cc1 | -1.0% | i | -11.4 | -4.0 | 761 | -0.5% | . | . | 13.2 | 11.7 | 4.9 | 3.9 | 4.7 | 0.32 | 941 | -0.937 | 0.0485 | -0.276 | 0.632
COc1ccccc1NC(=S)NCCC(c1ccccc1)c1ccccc1 | -2.7% | i | 5.1 | -9.2 | 672 | -2.8% | -2.3 | 861 | 70.6* | 49.0* | 3.1 | 2.5 | 13.1 | -0.51 | 1348 | 0.676 | -0.275 | 0.472 | -0.1
CC[n+]1c(C=C2C=C(C)OC(C)=C2)sc2ccccc21 | -2.0% | + | 14.0* | 2.0 | 679 | . | 2.9 | 866 | 68.9* | 62.6* | 1.4 | 1.5 | 11.5 | ? | . | -2.31 | 1.84 | -0.782 | 0.651
COc1ccnc(Oc2ccc(C)cc2)c1C#N | -21.6% | i | 3.1 | . | . | -1.9% | 1.0 | 1379 | 5.4 | -23.7 | 1.4 | 1.8 | 9.9 | -0.46 | 1500 | 1.36 | -0.158 | 0.518 | -1.27
COc1ccc(/C=c2\sc3nc(=O)c(C)nn3c2=O)c(OC)c1 | -5.2% | i | 8.1 | 13.1 | 718 | -1.3% | -1.9 | 1113 | -7.1 | 14.1 | 2.7 | 2.1 | 6.5 | 0.05 | 1263 | -0.532 | -0.311 | 0.00644 | 0.307
Cc1noc(COc2ccc(OCc3nc(C)no3)cc2)n1 | -0.4% | i | 16.4 | . | . | -3.9% | -1.4 | 1371 | -4.2 | 9.8 | 2.9 | 1.4 | 8.6 | -0.66 | 1549 | 0.249 | 0.415 | 0.383 | -0.0807
O=C(Nc1nc2ccccc2[nH]1)C1CCCC1 | -6.7% | i | 12.0 | -0.2 | 691 | 0.1% | 0.9 | 1011 | 1.3 | 9.2 | 4.6 | 3.5 | 6.7 | 0.78 | 1201 | -0.471 | 0.371 | 0.338 | 0.584
Cn1c(SCc2ccc(Cl)cc2)nc(C(F)(F)F)cc1=O | -4.3% | i | 10.4 | . | . | -2.1% | 0.6 | 857 | -4.1 | -11.5 | 2.2 | 1.7 | 2.3 | -0.65 | 1151 | 0.189 | -0.213 | -0.225 | 0.352
CC(C)(C)NC(=O)CSc1nnc(-c2ccccn2)n1Cc1ccccc1 | . | . | . | 49.4 | 682 | . | -0.7 | 1341 | . | . | . | . | . | 0.24 | 948 | 0.668 | -0.245 | 1 | -1.1
NC(=S)Nc1nccc(-c2cccs2)n1 | -4.7% | i | 7.6 | 6.8 | 698 | . | 0.0 | 1111 | 12.2 | 19.4 | 2.9 | 1.7 | 4.0 | -0.44 | 1272 | -0.384 | -0.231 | -0.197 | 0.617
Other structures:
SMILES | XIAP antagonists | Autophagy mod | Autophagy mod cell loss 18 h | Lipid droplet | Lipid droplet cells 6.5 µM | ER stress rescue | bCat nuc transl | bCat nuc transl cell count 5 µM | WT yeast gro inh | WT yeast gro inh mutant strain | MT stabilize HCS | MT stabilize HCS Hoechst-high % | MT stabilize HCS cytotoxicity % | Ins promoter up | Ins promoter up cell count | Dynein transport | Dynein transport cytoplasmic EGFP | Dynein transport nuclear GR-EGFP | Dynein transport cell count
CC(=O)Nc1ccc(S(=O)(=O)Nc2nc3cc4c(cc3nc2Cl)OCCO4)cc1 | . | . | . | 3.8 | 665 | . | 0.1 | 1218 | . | . | . | . | . | 0.41 | 1391 | -0.27 | -0.0847 | -0.19 | 0.497
CC(=O)N1c2ccccc2C(C)(c2ccccc2)CC1(C)C (stereo not drawn) | -6.2% | i | 3.8 | -8.8 | 748 | 4.5% | -2.4 | 1104 | 31.6 | 46.0 | 3.8 | 1.9 | 6.6 | 0.16 | 744 | 1.32 | -0.132 | 1.12 | -1.67
O=S(=O)(NCCOc1ccc(F)cc1)c1ccc2c(c1)OCCO2 | 1.9% | i | 1.8 | . | . | 0.0% | -2.3 | 999 | -23.1 | -13.5 | 6.0 | 2.8 | 6.2 | -1.07 | 1463 | -0.624 | -0.107 | -0.109 | 0.153
CCOC(=O)CCCN1CC(O)=C(c2nc3ccccc3s2)C1=N | -0.2% | i | 17.2 | -1.3 | 701 | -0.3% | -0.8 | 1055 | 1.8 | 4.4 | 4.9 | 2.6 | 3.0 | -0.68 | 1179 | -0.499 | -0.0715 | 0.0623 | 0.555
Cc1noc(/C=C/c2cccs2)c1S(=O)(=O)N1CCC(C(=O)NCCCN2CCC(C)CC2)CC1 | -2.5% | i | -22.7 | 7.9 | 692 | -5.8% | -1.7 | 1097 | 1.7 | 7.5 | 1.8 | 1.1 | 1.6 | -0.56 | 1174 | -1.08 | -0.264 | -0.573 | 1.01
O=Nc1c(O)[nH]c2ccc(F)cc12 | -3.8% | i | -4.0 | 3.3 | 632 | -1.3% | -0.9 | 859 | -1.5 | 2.2 | 10.9 | 3.1 | 3.8 | -0.71 | 1540 | -3.36 | 0.465 | -0.825 | -5.95

Screening results from PubChem.
